All columns: NCI-60 one-dose screen, growth in % after 48 h at 10 µM unless noted; 100 = growth as untreated, 0 = no growth, -100 = all killed.
NCI-H322M: NCI-H322M lung cancer | actives 2.7% (n = 80,000)
IGROV1: IGROV1 ovarian cancer | AID 1794786 | actives 4.7% (n = 79,000)
NCI-H226: NCI-H226 lung cancer | actives 3.5% (n = 79,000)
COLO 205: COLO 205 colon cancer | AID 1794742 | actives 7.3% (n = 79,000)
NCI-H460: NCI-H460 lung cancer; actives 6.8% (n = 82,000)
NCI/ADR-RES: NCI/ADR-RES ovarian cells | actives 4.4% (n = 81,000)
NCI-H522: NCI-H522 lung cancer; actives 8% (n = 78,000)
NCI-H23: NCI-H23 lung cancer | actives 4% (n = 80,000)
SK-OV-3: SK-OV-3 ovarian cancer cells; actives 3.2% (n = 80,000)
* = called active by the depositor; x = no result given; & = joins results of further samples. The calls were made as follows: active = growth percent below 10; inactive = the rest.

SMILES | NCI-H322M | IGROV1 | NCI-H226 | COLO 205 | NCI-H460 | NCI/ADR-RES | NCI-H522 | NCI-H23 | SK-OV-3
O=C(CSc1nnc(-c2ccccc2)o1)NC1=NN=C(c2ccc(Cl)cc2)CS1 | 99 | 108 | 98 | x | 99 | 103 | 91 | 104 | 83
COc1ccc(OC)c(NC(=O)CCCC(=O)CC(=O)c2cccnc2)c1 | 102 | 101 | 92 | 113 | 107 | 102 | 104 | 104 | 110
Cc1ccc(CN2CCSC(C(=O)Nc3ccccc3)C2)s1 (centres undefined) | 82 | 86 | 82 | 111 | 94 | 86 | 71 | 91 | 88
Nc1c(Cl)ccc2cccnc12 | 101 | 79 | 112 | 119 | 108 | 103 | 104 | 101 | 110
C=C(Cl)/C=N/C(=O)NC(O)C(=C)Cl (centres undefined) | 94 | 106 | 88 | x | 109 | 106 | 80 | 107 | 95
O=C1c2ccccc2C(=O)C1c1ccc(Br)cc1 | 122 | 104 | 103 | 113 | 102 | 92 | 97 | 82 | 111
CNc1nc(S(=O)c2ccc(C#N)cc2)nc2ccccc12 (centres undefined) | 100 | 86 | 81 | 92 | 85 | 98 | 50 | 78 | 99
O=C(NC(Cc1cn(Cc2ccccc2)cn1)C(=O)O)OCC1c2ccccc2-c2ccccc21 (centres undefined) | 106 | 105 | 102 | 110 | 115 | 104 | 84 | 99 | 109
COc1ccc(-c2cc(Cc3cccs3)c(=O)n(Cn3cnc4nc[nH]c4c3=O)n2)cc1 | 100 | 113 | 106 | 111 | 111 | 101 | 87 | 100 | 107
O=C(/C=C/c1cccc(F)c1)c1ccc(N2CCNCC2)cc1 | 75 | 68 | 87 | 97 | 74 | 109 | 72 | 77 | 80
CCOC(=O)c1c[nH]c(C#N)c1C | 100 | 101 | 97 | 109 | 105 | 102 | 95 | 101 | 92
CCOC(=O)c1nn(-c2ccc(C)cc2)c(=O)c2c(N)c(C#N)c(-c3ccc(OC)cc3)cc12 | 97 | 80 | 94 | 110 | 101 | 106 | 87 | 101 | x
N/C(=N\c1nc2ccccc2s1)NC(=O)NC(CO)CO | 108 | 111 | 98 | 121 | 109 | 104 | 95 | 100 | 103
COc1ccc(NC(=O)OC(C)C)c(OC)c1 | 113 | 123 | 91 | 115 | 107 | 119 | 99 | 110 | 118
Cn1cc(-c2cc(N)n3nc(-c4cn(C)c5ccc(Cl)cc45)cc3n2)c2ccccc21 | 103 | 111 | 105 | 117 | 115 | 105 | 100 | x | 105

The final two entries of the section above come first, to join the parts.
SMILES | NCI-H322M | IGROV1 | NCI-H226 | COLO 205 | NCI-H460 | NCI/ADR-RES | NCI-H522 | NCI-H23 | SK-OV-3
COc1ccc(NC(=O)OC(C)C)c(OC)c1 | 113 | 123 | 91 | 115 | 107 | 119 | 99 | 110 | 118
Cn1cc(-c2cc(N)n3nc(-c4cn(C)c5ccc(Cl)cc45)cc3n2)c2ccccc21 | 103 | 111 | 105 | 117 | 115 | 105 | 100 | x | 105
CN(C)C(=S)SCc1cc(Cl)cc(Cl)c1O | 105 | 69 | 99 | 89 | 104 | 104 | 81 | 98 | 87
COc1ccc(C(=O)CSc2nc3c(c(Nc4cccc(S(N)(=O)=O)c4)n2)CCCC3)cc1 | 102 | 105 | 83 | 110 | 105 | 97 | 99 | 98 | 104
CC1(C)C(CC(=O)O)CC1C(=O)O (centres undefined) | 99 | 104 | 101 | 114 | 106 | 108 | 97 | 99 | 110
CCOC(=O)CN(CC)CC(=O)OCC | 112 | 124 | 87 | 110 | 101 | 106 | 126 | 104 | 105
C=C(C)[C@@H]1CC[C@]2(COCCC#N)CC[C@]3(C)[C@H](CC[C@@H]4[C@@]5(C)Cc6c([nH]c7ccccc67)C(C)(C)[C@@H]5CC[C@]43C)[C@@H]12 | x | 105 | 94 | -43* | 85 | 98 | 87 | 91 | 100
COc1ccc(NC(=S)NNc2ccc(-c3ccc(OC)c(OC)c3)nn2)cc1 | 97 | 103 | 107 | 112 | 100 | 111 | 98 | 106 | x
Cc1ccc(/C=C(\C#N)C(N)=O)cc1 | 104 | 104 | 108 | 114 | 104 | 107 | 79 | 105 | 104
CC1=C(C(=O)Nc2ccc(C)cc2)C(c2ccc(F)cc2)C2=C(CC(C)(C)CC2=O)N1 (centres undefined) | 94 | 93 | 85 | 91 | 98 | 98 | 79 | 87 | 95
CC(=O)/C=C/c1cc2cc(Cl)ccc2[nH]c1=O | 91 | x | 85 | 99 | 78 | 100 | 75 | 87 | 89
CC(N1CCN(C)CC1)C(O)(c1ccccc1)C1CCCCC1 (centres undefined) | 101 | 89 | 89 | 90 | 105 | 90 | 85 | 94 | 95
CC(C)(S)C(N)C(=O)O (centres undefined) | 100 | 109 | 91 | 105 | 109 | 105 | 58 | 93 | 79
Cc1c(-c2ccc(C(=N)N)cc2)oc(-c2ccc(C(=N)N)cc2)c1C | 85 | 90 | 66 | 68 | 68 | 95 | 67 | 69 | 84
COc1ccc2nc(Cl)c(/C=C/C(=O)c3ccc(NC(=O)CSc4nnc(-c5ccc(Cl)c(Cl)c5)n4-c4ccccc4)cc3)cc2c1 | 94 | 76 | 97 | 101 | 98 | 102 | 74 | 96 | 91
COc1ccc(-c2c3c(N)c4c(nc3nc3c2c(C)nn3-c2ccccc2)CCCCC4)cc1 | x | 87 | 99 | 74 | 83 | 87 | 50 | x | 86
CC(=O)Nc1nc(O)c(C=Nc2ccncc2)s1 | 101 | 93 | x | 106 | 95 | 106 | 90 | 102 | 96

Some values from the list.
In NCI-H460, `CCOC(=O)CN(CC)CC(=O)OCC` has 101
In NCI-H322M, `COc1ccc(C(=O)CSc2nc3c(c(Nc4cccc(S(N)(=O)=O)c4)n2)CCCC3)cc1` has 102
In NCI/ADR-RES, `C=C(C)[C@@H]1CC[C@]2(COCCC#N)CC[C@]3(C)[C@H](CC[C@@H]4[C@@]5(C)Cc6c([nH]c7ccccc67)C(C)(C)[C@@H]5CC[C@]43C)[C@@H]12` has 98

The list continues.
SMILES | NCI-H322M | IGROV1 | NCI-H226 | COLO 205 | NCI-H460 | NCI/ADR-RES | NCI-H522 | NCI-H23 | SK-OV-3
O=C(/C=C\c1ccnc2ccccc12)c1ccc([N+](=O)[O-])cc1 | 115&112 | 93&108 | 68&85 | 105&118 | 80&100 | 67&82 | 68&37 | 63&91 | 90&95
O=C(O)Cc1cc(I)c(Oc2ccc(O)c(I)c2)c(I)c1 | 101 | 76 | 79 | x | 39 | 71 | 71 | 73 | 90
Cc1cc(CSc2ccccc2C(=O)N2CCN(Cc3nc4ccccc4s3)CC2)no1 | x | 77 | 80 | 95 | 98 | 85 | 74 | 83 | 93
CCOC(=O)c1c(NCC(=O)Nc2ccc(Br)cc2)sc2c1CCCC2 | 86 | 22 | 41 | 33 | 69 | 25 | -49* | 26 | 67
CC(CO)(C(=O)O)C1CCCCC1 (centres undefined) | 92 | 95 | 92 | 106 | 105 | 101 | 107 | 98 | 97
CCC(C)c1ccccc1OCC(C)O (centres undefined) | 123 | 123 | 112 | 114 | 107 | 115 | x | 116 | 123
Nn1c(-c2ccc(-n3nc(-c4ccccc4)c4ccccc43)cc2)n[nH]c1=S | 97 | 98 | 90 | 109 | 94 | 91 | 93 | 100 | 118
O=C(Nc1ccc(-c2nc3ccc(NC(=O)c4ccc(Cl)cc4)cc3[nH]2)cc1)c1ccc(Cl)cc1 | 10 | 45 | x | -74* | 26 | 40 | -66* | 56 | 61
CS(=O)(=O)Oc1ccc2c3c(c(=O)oc2c1)CCCCC3 | 90 | 101 | 91 | 94 | 83 | 92 | 59 | 98 | 72
COCC(O)CNCCO (centres undefined) | 108 | 106 | 121 | 108 | 106 | 107 | 94 | 108 | 101
O=C(O)c1cc2ccccc2c2cc(Br)ccc12 | 94&108 | 93&118 | 96&103 | 116&108 | 108&108 | 115&103 | 98&100 | 92&101 | 108&108
C=C1CC[C@@H]2[C@]3(C)COC(c4ccccn4)O[C@@H]3CC[C@@]2(C)[C@@H]1CC(O)C1=CCOC1=O (some centres undefined) | 106 | 108 | 101 | 127 | 106 | 90 | 81 | 100 | 112
CC(=O)c1sc(/N=C2\NC(=O)/C(=C/c3cn(Cc4ccccc4)c4ccccc34)S2)nc1C | 95 | 97 | 84 | 107 | 111 | 104 | 77 | 91 | 101
COc1ccc2c(c1)/C(=C/c1ccc(OCC(=O)c3ccccc3)cc1)C(=O)N2 | 88 | 92 | 88 | 113 | 104 | 98 | 92 | 99 | 98
O=C(CCc1ccccc1)Nc1ccccc1 | 103 | 64 | 95 | 114 | 100 | 85 | 69 | 91 | 122
Nc1ccc(Cl)cc1C(=O)O | 103 | 104 | 98 | 116 | 105 | 109 | 96 | 103 | 99
CCC(CO)(CO)CO | 101 | 100 | 94 | 111 | 111 | 103 | 101 | 99 | 107
CC(C)(CCN=C(N)Nc1ccccn1)c1ccc(C(F)(F)F)cc1 | 46 | 12 | 42 | -73* | 18 | 31 | 4.8* | 12 | 43
Clc1ccc(-c2cc(-c3cc(-c4ccc(Cl)cc4Cl)n[nH]3)[nH]n2)c(Cl)c1 | 93 | 82 | 99 | 101 | 102 | 107 | 97 | 95 | 92
COc1cccc2c1C(=O)c1c(OC)cccc1C2=O | 103 | 99 | 91 | 107 | 107 | 107 | 77 | 94 | 98
N#Cc1cnc2nc1NCCCCCCC2 | 96 | 98 | 105 | 109 | 110 | 99 | 102 | 102 | 100
CC(=O)c1cccc(O)c1 | 106 | 106 | 103 | 110 | 105 | 100 | 89 | 97 | 104
O=C(c1ccccc1)c1ccc(Oc2ccc([N+](=O)[O-])cc2[N+](=O)[O-])cc1 | 109 | 1.9* | 48 | 84 | 103 | 4.0* | -27* | 86 | 100
O=C1/C(=C\C=C/c2ccccc2)SC(=S)N1CCc1ccc(O)cc1 | 98 | 58 | 106 | 120 | 102 | 107 | 81 | 102 | 129
CCOc1ccccc1/C=N\NC(=O)C(=O)N/N=C\c1ccccc1OCC | 100&114 | 90&77 | 110&93 | 98&107 | 112&101 | 108&95 | 90&90 | 101&90 | 90&92
CC(C)C[C@H]1C(=O)O[C@H](C(C)C)C(=O)N(C)[C@@H](C(C)C)C(=O)O[C@H](C(C)C)C(=O)N(C)[C@@H](C(C)C)C(=O)O[C@H](C(C)C)C(=O)N1C | 13 | 37 | 21 | -89* | 8.5* | -1.7* | 1.7* | 6.6* | -9.3*
O=C1CCN=C2C=CC(Cl)=CN12 | 104 | 92 | 104 | 116 | 116 | 102 | 86 | 101 | 102
COc1ccc(OC)c(/C=C2\Oc3cc(O)ccc3C2=O)c1 | 93 | 89 | x | x | 92 | 93 | 78 | 96 | x
C=C(C)[C@@H]1CC[C@]2(C(=O)O)CC[C@]3(C)[C@H](CC[C@@H]4[C@@]5(C)C[C@@H](CC#CC#CC[C@@H]6C[C@]7(C)[C@H]8CC[C@@H]9[C@H]%10[C@H](C(=C)C)CC[C@]%10(C(=O)O)CC[C@@]9(C)[C@]8(C)CC[C@H]7C(C)(C)[C@H]6OC(C)=O)[C@H](OC(C)=O)C(C)(C)[C@@H]5CC[C@]43C)[C@@H]12 | 93 | 98 | 96 | 106 | 102 | 101 | 97 | 97 | 93
CCOc1ccc(N2C(=O)S/C(=C3/SC(=O)N(c4ccc(OCC)cc4)C3=O)C2=O)cc1 | 91 | 99 | 98 | 99 | 102 | 94 | 94 | 92 | 95
COc1ccc2nc(N/N=C/c3cccc(C)n3)cc(C)c2c1 | 97 | 88 | 107 | 105 | 102 | 87 | 83 | 100 | 82
Cc1c(C)c2c(c(C)c1NC(=O)CCCCCCC(=O)NO)CCC(C)(CCCC(C)CCCC(C)CCCC(C)C)O2 (centres undefined) | 88 | 44 | 89 | 93 | 72 | 78 | 19 | 86 | 104
O=C1c2ccccc2C(=O)N1CCS(=O)(=O)O | 107 | 109 | 82 | 97 | 104 | 106 | 92 | 107 | 95
O=C(O)Cc1cnnn1-c1ccccc1 | 101 | 107 | 96 | 105 | 100 | 102 | 79 | 102 | 87
O=C1NC(=O)C(c2ccco2)N1 (centres undefined) | 103 | 116 | 101 | 125 | 98 | 108 | 89 | 107 | 119
Cc1cc(O)c(C(C)C)cc1NC(=O)Nc1ccc(Br)cc1 | 112 | 111 | 91 | 127 | 102 | 93 | 77 | 95 | 103
COc1ccc(-c2cc(C(=O)N3N=C(c4ccc(N)cc4)CC3c3ccc(Cl)cc3)c3ccccc3n2)cc1 (centres undefined) | 52 | 44 | 76 | 2.8* | 13 | 26 | -3.3* | 48 | 22
CCOC(=O)c1cc(-c2ccc(Br)cc2)n(-c2ccc(OC)cc2)n1 | 92 | 85 | 100 | 103 | 103 | 104 | 87 | 93 | 94
COc1ccc(-c2nc(SCC(C)C)nc(NCCc3c[nH]c4ccccc34)c2C#N)cc1 | 88 | 101 | 45 | 76 | 37 | 61 | 62 | 74 | 72
CCOc1ccc(/C(C)=N\NC(N)=O)cc1 | 100 | 82 | 96 | 111 | 102 | 94 | 87 | 93 | 100

One compound at a time, as listed above. Screens in order: NCI-H322M | IGROV1 | NCI-H226 | COLO 205 | NCI-H460 | NCI/ADR-RES | NCI-H522 | NCI-H23 | SK-OV-3
Results for `O=C1c2ccccc2C(=O)N1CCS(=O)(=O)O` : 107 | 109 | 82 | 97 | 104 | 106 | 92 | 107 | 95
Results for `Cc1c(C)c2c(c(C)c1NC(=O)CCCCCCC(=O)NO)CCC(C)(CCCC(C)CCCC(C)CCCC(C)C)O2` (centres undefined) : 88 | 44 | 89 | 93 | 72 | 78 | 19 | 86 | 104
Results for `CCOc1ccc(/C(C)=N\NC(N)=O)cc1` : 100 | 82 | 96 | 111 | 102 | 94 | 87 | 93 | 100
Results for `O=C(O)Cc1cnnn1-c1ccccc1` : 101 | 107 | 96 | 105 | 100 | 102 | 79 | 102 | 87
Results for `O=C1NC(=O)C(c2ccco2)N1` (centres undefined) : 103 | 116 | 101 | 125 | 98 | 108 | 89 | 107 | 119

Source: PubChem BioAssay

Rows were taken by chance; about 11% have a hit in one of these screens.
